From PubChem
GAA glycogen mod – alters human alpha-glucosidase cleavage of glycogen | recombinant GAA, glycogen substrate, Amplex Red glucose oxidase fluorescence | AID 2100 | actives 0.38% (n = 300,000) | P10253 | Potency, µM (top dose mostly 76.4 µM), inactives show at the highest dose activity change, negative = inhibition, most hits filed as inhibitors; active = well fitted inhibition curve with a large enough effect; inconclusive = small, poorly fitted or top-dose-only effect, or another doubt; inactive = no such curve, though single readings can be large or run the other way;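 also: 0% = full enzyme reaction and -100% = no-enzyme basal signal; the screen sought inhibitors and activators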
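Natural-substrate format: glycogen cleavage by 4 nM human enzyme, glucose read by Amplex Red coupling (Ex 573, Em 610 nm). Normalized to enzyme and no-enzyme controls.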
Numbers without * were called inactive; ? = inconclusive; [ ] = dose if it differs, or a comment. Potency is read from the fitted curve at half-maximal effect. These rows are one share of the data. The share of hits here may be higher or lower than overall.

mol | GAA glycogen mod
COc1ccc(C(C(=O)NC(C)(C)C)N(CCc2ccccc2)C(=O)CCC(=O)Nc2cc(C)on2)cc1 (centres undefined) | 2%
COc1ccc(CC(=O)Nc2ccccc2N2CCCC2)cc1 | 2%[76.3 µM]
CC(=O)Nc1ccc(NC(=O)CSc2ccc3nnc(-c4ccccn4)n3n2)cc1 | -11%[76.3 µM]
Cc1ccc(NC(=O)CCCCCN2C(=O)[C@@H]3Cc4ccccc4CN3C2=O)cc1 | -6%[76.3 µM]
O=C(CN1C(=O)c2ccccc2C1=O)Oc1ccc(F)cc1 | 3%
CN(C)c1ccc(NC(=O)C[n+]2ccccc2)cc1 | 3%
CCC1(c2ccc(F)cc2)NC(=O)N(CC(=O)NCc2ccccc2Cl)C1=O (centres undefined) | 2%
Cc1ccc(C(=O)NCC(=O)N2CCC(Cc3ccccc3)CC2)cc1 | -7%[76.3 µM]
COCCn1c(SCC(=O)N2CCCCC2)nc2c(c1=O)SC(C)C2 (centres undefined) | 0%[76.3 µM]
O=C(CN(C(=O)c1csnn1)c1ccc(Br)cc1)NC1CCCC1 | 1%
NC(=O)C1CCN(C(=O)COc2ccc(S(=O)(=O)NC3CCCC3)cc2)CC1 | 5%
COc1ccc(C)cc1NC(=O)Cn1c(=O)oc2ccccc21 | 10%
CC(=O)N=c1sccn1CC(O)c1ccc(Br)cc1 (centres undefined) | 11%[76.3 µM]
C=CCOc1cccc(C2C(C(=O)c3ccco3)=C(O)C(=O)N2Cc2ccco2)c1 (centres undefined) | -6%
CNC(=O)C(C#N)(Cc1cc(C(C)=O)ccc1OC)Cc1cc(C(C)=O)ccc1OC | 0%
O=C(O)C(c1ccccc1)N1C(=O)/C(=C\c2ccc(-c3ccccc3Cl)o2)SC1=S (centres undefined) | -1%
O=C(CNC(=O)c1cccnc1)N/N=C/c1cccnc1 | -1%
CCCCCCCNC(=O)c1cc(-c2ccncc2)nc2ccccc12 | -4%
COc1ccccc1N=Nc1ccc(O)c2ncccc12 | 4%
Cc1nc(C)c(-c2ccc(SCC(=O)Nc3cccc(Cl)c3C)nn2)s1 | 4%[76.3 µM]
CC(OC(=O)/C=C/c1cccs1)C(=O)NC1CCCCC1C (centres undefined) | -6%[76.3 µM]
COc1ccc(N2C(=O)C(CC(=O)O)S/C2=N\N=C\c2cccs2)cc1 (centres undefined) | 4%
Cc1ccc(S(=O)(=O)N2CCc3c2cc([N+](=O)[O-])cc3[N+](=O)[O-])cc1 | -1%
Cc1cccc(OCC(=O)NCCNC(=O)c2ccccn2)c1 | 1%
COc1ccc(-c2n[nH]c(=S)nc2-c2ccc(OC)cc2)cc1 | -5%
CCCCCn1c(=O)[nH]c2cc(C(=O)N3CCN(c4ccc(C(C)=O)cc4)CC3)ccc2c1=O | 1%
CC(C)CCN1CC(=O)N2Cc3[nH]c4ccccc4c3C[C@H]2C1=O | -1%
Cc1ccc2cc3cc(C(=O)NCCCN4CC(C)CC(C)C4)oc3nc2c1 (centres undefined) | -7%[76.3 µM]
CCn1cc(C(=O)NCC(=O)NC(C)(C)CO)c(=O)c2cc3c(cc21)OCO3 | -4%
Cc1c(CCC(=O)N[C@@H](C)C(=O)O)c(=O)oc2cc3occ(-c4ccccc4)c3cc12 | 0%

Reformatted with each value named: part of the list above
> COCCn1c(SCC(=O)N2CCCCC2)nc2c(c1=O)SC(C)C2 (centres undefined)
  GAA glycogen mod = 0%[76.3 µM]

> Cc1c(CCC(=O)N[C@@H](C)C(=O)O)c(=O)oc2cc3occ(-c4ccccc4)c3cc12
  GAA glycogen mod = 0%

(more compounds)
mol | GAA glycogen mod
Cc1cccc(NC(=O)CCS(=O)(=O)c2ccc(Br)cc2)c1 | -2%
COc1ccc(N(C)C(=O)Cc2c(C(=O)O)n(C)c3ccccc23)c(OC)c1 | 2%
CCOC(=O)C1CCN(C(=O)c2ccccc2NS(=O)(=O)c2ccc(C)cc2)CC1 | -6%[76.3 µM]
Cc1csc(NC(=O)c2cnc3ccccc3n2)n1 | -7%
CCN1CCN(c2ncnc3sc4c(c23)CCC(C)C4)CC1 (centres undefined) | 4%
Cc1ccccc1NC(=O)NNC(=O)CCc1ccccc1 | -3%[76.3 µM]
CCOc1ccccc1-c1nc(CN2CCCN(C(=O)c3ccco3)CC2)c(C)o1 | 1%[76.3 µM]
O=C(Cc1ccc(Br)cc1)N/N=C/c1cccnc1 | 1%[76.3 µM]
COc1ccc(Cl)cc1S(=O)(=O)NCc1ccncc1 | 0%[76.3 µM]
Cc1ccccc1N(C(=O)CNC(=O)c1ccco1)C(C(=O)NC1CCCC1)c1ccncc1 (centres undefined) | -1%
COc1ccccc1CCNC(=O)CC1C(=O)NCCN1CCCc1ccccc1 (centres undefined) | -4%[76.3 µM]
COc1ccc(OC)c(/C(C)=N\NC(=O)c2cc3cc(Cl)ccc3n2C)c1 | -9%[76.3 µM]
CCc1ccc(N2CC(C)Cn3c2nc2c3c(=O)[nH]c(=O)n2C)cc1 (centres undefined) | 0%
CCc1c(C)c2ccc(OC3CCCCC3=O)cc2oc1=O (centres undefined) | 1%
O=C(NCCc1nccs1)C1CCC(=O)N(Cc2cccc(C(F)(F)F)c2)C1 (centres undefined) | 0%[76.3 µM]
O=C(N/N=C/c1ccccn1)c1ccc(NC(=O)c2ccc(F)cc2)cc1 | 12%
O=C(CSc1nnc(-c2ccc(O)cc2)o1)Nc1cccc(O)c1 | -6%
COc1ccc(-c2cc(=O)oc3cc(OCC(=O)NCC(O)c4ccccc4)ccc23)cc1 (centres undefined) | 12%[76.3 µM]
Cc1ccc(N2C(=O)Nc3ccc(Br)cc3C2(O)C(=O)NCCN(C)C)cc1C (centres undefined) | 6%
Cc1ccc(C(O)(CCN2CCCCC2)c2ccccc2)cc1 (centres undefined) | 8%
O=C(N/C(=C/c1cccnc1)C(=O)N1CCCCCC1)c1cccc(Br)c1 | -10%[76.3 µM]
O=C(Nc1ccc([N+](=O)[O-])cc1)N1CCN(C(=O)C2CCCO2)CC1 (centres undefined) | -1%[76.3 µM]
COC(=O)c1cc(OC(=O)CCc2ccc(OC)c(OC)c2)cc(C(=O)OC)c1 | -4%[76.3 µM]
O=C1CN(C(=O)c2cccc(Br)c2)c2ccccc2N1 | -4%[76.3 µM]
O=C(c1ccccc1)N1CCN(S(=O)(=O)N2CCCCCC2)CC1 | -1%
O=C(CNC(=O)c1ccc(F)cc1)N/N=C/c1cccnc1 | -16%
COc1cccc(C(=O)CC(=O)C(=O)Nc2ccc(C)cc2Cl)c1 | 3%
CCCc1cc(=O)[nH]c(SCc2nc3ccccc3o2)n1 | -1%[76.3 µM]
O=C(NC(=S)Nc1ccc2[nH]c(=O)[nH]c2c1)c1cccc(F)c1 | 0%[76.3 µM]
CCN1CCN(C(=O)CCc2nnc(CCc3ccc(OC)cc3)o2)[C@@H](C)C1=O | -8%[76.3 µM]

The results go on.
mol | GAA glycogen mod
COC(=O)N1c2ccccc2CCc2ccccc21 | 1%
CC1CCN(C(=O)CSc2nnc(CNC(=O)c3c(F)cccc3F)o2)CC1 | 1%[76.3 µM]
COc1ccc(CCNC(=O)CN2C(=O)CCSc3ccccc32)c(OC)c1 | 6%
Cc1ccc(S(=O)(=O)c2nc(-c3ccccc3)oc2N2CCC(C(N)=O)CC2)cc1 | -4%[76.3 µM]
Cc1ccc(O)c(Nc2c3ccccc3nc3ccccc23)c1 | 11µM*
O=C(COc1ccc(Cl)cc1)Nc1ccc2c(c1)nc1n2CCOC1 | 2%[76.3 µM]
Cc1ccc(NC(=O)CCNS(=O)(=O)c2ccc(OC(F)(F)F)cc2)c(O)c1 | -10%[76.3 µM]
CCCCN(C)CCCNC(=O)c1cc(-c2cccs2)nc2ccccc12 | -8%
COc1cccc(-c2cccc(NC(=O)C3CCN(CC4CCOC4)CC3)c2)c1 (centres undefined) | -4%[76.3 µM]
O=C(CN1CCN(c2ccccc2)CC1)c1c[nH]c2ccccc12 | 3%
Cc1cc(-c2ccc(C)c(S(=O)(=O)NCC3CCN(Cc4cccc(F)c4)CC3)c2)on1 | 3%[76.3 µM]
COc1ccc(C(=O)OCC(=O)NC2CCCC2)c(OC)c1OC | -6%
Cc1ccc(/C=N/NC(=O)c2cc(-c3ccncc3)nc3ccccc23)o1 | -1%[76.3 µM]
Cc1ccc(NS(=O)(=O)c2cccc3nsnc23)cc1[N+](=O)[O-] | 7%
CC(C)(C)c1ccc(OCCC(=O)Nc2cccc(S(=O)(=O)N3CCOCC3)c2)cc1 | -13%[76.3 µM]
CCCCn1c(-c2ccc(OC(F)F)cc2)nc2c1c(=O)[nH]c(=O)n2CC(C)C | 14%
COc1ccc(C2=NN(C(=O)C(O)c3ccccc3)C(O)(C(F)(F)F)C2)cc1 (centres undefined) | 0%
CCCc1nc(SCC(=O)Nc2nccs2)c2ccccc2n1 | -1%
Cc1cccc(N2CCN(C(=O)C3CCC(=O)N(Cc4ccccc4F)C3)CC2)c1C (centres undefined) | -3%[76.3 µM]
COc1cc(CCC(=O)N2CCN(c3ccccc3)CC2)cc(OC)c1OC | -5%[76.3 µM]
Cc1ccc(C(=O)Nc2nnc(CC(=O)N/N=C/c3ccc(O)c(O)c3)s2)cc1 | 1%
Cc1cccc(C(=O)NCCCNC(=O)c2ccco2)c1 | 7%
CC(C)c1ccc(S(=O)(=O)N2CCN(C(=O)C3CCN(C(=O)c4ccc(F)cc4)CC3)CC2)cc1 | 0%[76.3 µM]
O=C1Cc2cc(S(=O)(=O)N3CCN(c4ccc(F)cc4)CC3)ccc2N1 | ?
CSCCC(NC(=O)c1ccco1)c1nc2ccccc2[nH]1 (centres undefined) | -3%[76.3 µM]
O=C(Nc1ccc(Cl)c(C(=O)N2CCOCC2)c1)c1ccccc1 | -1%
O=C(Nc1nc2ccccc2n1CCN1CCOCC1)c1ccc(Cn2cc([N+](=O)[O-])cn2)o1 | 0%[76.3 µM]
COc1ccc([N+](=O)[O-])cc1NC(=O)C1CCCNC1=O (centres undefined) | 5%
Cc1nc(SCc2cccnc2)[nH]c(=O)c1C | 6%[76.3 µM]
CCNc1nc(SCC(=O)Nc2ccc(Cl)c(Cl)c2)nc(N2CCOCC2)n1 | -3%

Two entries from above in a different format:
CCCCn1c(-c2ccc(OC(F)F)cc2)nc2c1c(=O)[nH]c(=O)n2CC(C)C
- GAA glycogen mod: 14%

COc1ccc(C2=NN(C(=O)C(O)c3ccccc3)C(O)(C(F)(F)F)C2)cc1 (centres undefined)
- GAA glycogen mod: 0%

More records follow:
mol | GAA glycogen mod
CCc1nnc(NC(=O)CSc2nnc(CNC(=O)c3ccccc3F)n2C)s1 | 4%
O=C(NNC(=O)c1ccccc1OCc1ccccc1)c1ccccc1O | 2%[76.3 µM]
CC(=O)N1c2ccc(S(=O)(=O)N3CCCC(C(=O)Nc4cccc(F)c4)C3)cc2CC1C (centres undefined) | -8%[76.3 µM]
COCCn1cnc2c1c(=O)n(Cc1c(F)cccc1Cl)c(=O)n2Cc1ccccc1 | 5%
COc1ccc(CNC(=O)COC(=O)CN2C(=O)C(C)Oc3ccc(C)cc32)cc1 (centres undefined) | 4%[76.3 µM]
CC(C)c1ccc(NC2CCCN(C(=O)CCN3CCCCO3)C2)cc1 (centres undefined) | -2%[76.3 µM]
CC(C)(O)[C@H]1Cc2cc3ccc(=O)oc3cc2O1 | 3%
COc1ccc(CNC(=O)NCCc2c[nH]c3ccccc23)cc1 | -5%
COc1ccc(OC)c(NC(=O)CCCCCn2nnc3ccccc3c2=O)c1 | -1%
COc1ccccc1/C=C1\SC(=S)N(CCC(=O)NNC(=O)c2ccccc2O)C1=O | 4%[76.3 µM]
COc1cc(C(=O)Nc2ccc(C(=O)c3cccs3)cc2)cc(OC)c1OC | -1%[76.3 µM]
COc1ccc(N(CC(=O)N/N=C(\C)c2ccc(OC)c(OC)c2)S(=O)(=O)c2ccccc2)cc1 | 1%
CCOC(=O)CCCNC(=O)CN1CCC(c2nc3ccccc3s2)CC1 | 2%
COc1cccc(N2C(=O)CN(Cc3ccc(OC)c(OC)c3)C2=S)c1 | -14%
O=C(CNCc1ccccn1)Nc1ccc([N+](=O)[O-])cc1C(=O)Nc1ccccc1F | -1%[76.3 µM]
COc1ccc(C2=NN(CC(=O)NCC(OC)OC)C(=O)CC2)cc1 | 0%
CC(=O)Nc1ccc(/C=C/c2nc3ccccc3o2)cc1 | -2%
CC(=O)Nc1ccccc1NC(=O)C/C(C)=N/NC(=O)c1cccnc1 | -3%[76.3 µM]
COCCN(C(=O)COC(=O)CCC(=O)c1ccc(Cl)cc1)c1c(N)n(Cc2ccccc2)c(=O)[nH]c1=O | -3%[76.3 µM]

Fetched by compound from above:
mol | GAA glycogen mod
CC(=O)Nc1ccc(/C=C/c2nc3ccccc3o2)cc1 | -2%
CCOC(=O)CCCNC(=O)CN1CCC(c2nc3ccccc3s2)CC1 | 2%
COc1ccc(C2=NN(CC(=O)NCC(OC)OC)C(=O)CC2)cc1 | 0%
COc1ccc(OC)c(NC(=O)CCCCCn2nnc3ccccc3c2=O)c1 | -1%
